Assay outcomes (PubChem)
HIF-2a block – HIF-2a inhibition; 786-0 RCC cells HIF-2a reporter, luciferase luminescence, overnight; inhibition, % at 18.8 µM; actives 0.72% (n = 360,000);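 active = inhibition of the luminescence signal of 40% or more relative to plate controls, in a single-dose primary screen at 18.75 µM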
hiPSC survival – increases survival of single human iPS cells. AID 602274. hiPSC single-cell survival, ATPlite luminescence; 100% = ROCK inhibitor wells, 0% = DMSO. survival enhancement, % at 20 µM. actives 0.044% (n = 360,000); in the data active = survival enhancement above about 18%;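 note: cells exposed to compounds for 16 hours before the ATP read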
Shn3 3UTR inh – Schnurri-3 reporter inhibition in Clone20 osteoblasts; actives 0.52% (n = 360,000); AID 588674; inhibition, % at 12.5 µM; Clone20 osteoblast Shn3 3'UTR firefly luciferase, 24 h;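 active = mean inhibition of at least 75% with every replicate also reaching 75%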;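 note: 0% = median of neutral control wells and 100% = pilot-screen positive control compound; some compounds past the cut are filed as inactive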
CaV13 ICDI inh – Primary screen for inhibitors of IQ motif and Ca2+-dependent inactivation inhibitor domain binding in CACNA1D, Förster resonance energy transfer in living cells, …; inhibition, % at 12.3 µM; actives 0.098% (n = 340,000); HEK cells, CFP/YFP FRET ICDI-IQ, plate reader, 10 min; percent FRET-ratio fall versus neutral wells;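 active = mean replicate inhibition of at least 30% and at least 1% of replicates passing that level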;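 note: 0% = median of the neutral control wells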
MITF TRPM1 inh – MITF TRPM1 promoter inhibition in SK-MEL-5 cells; actives 0.83% (n = 330,000); inhibition, % at 12.5 µM; SK-MEL-5 TRPM1 promoter luciferase, 24 h;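 active = mean inhibition across replicates of 60% or more, whatever share of single replicates reaches that level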; note: values of inactives mirror those of a sister screen read the other way
NR2E3 ag-1 – agonists of human NR2E3 nuclear receptor. Q9Y5X4. CHO-S Gal4-NCOR/VP16-NR2E3 two-hybrid, luciferase. inhibition of corepressor binding, % at 3.98 µM. actives 0.35% (n = 360,000). AID 602229;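 active = inhibition above the mean of all tested compounds plus 3 SD, cut at about 70% in these data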;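 note: 0% = DMSO with NR2E3 transfected cells and 100% = cells lacking NR2E3 construct; higher means lower luciferase signal from less NR2E3 corepressor binding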
NR2E3 ag-2 – agonists of human nuclear receptor NR2E3. GST-NR2E3/biotin-RetCOR TR-FRET, 1536-well. actives 0.12% (n = 320,000). AID 2300. inhibition of corepressor binding, % at 4.78 µM. Q9Y5X4;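 active = percent inhibition above the cutoff of mean plus 3 SD of all tested compounds, set per screening campaign, cut at about 20% in these data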;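 note: 0% = DMSO wells and 100% = biotin wells as full block of FRET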
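Test system – NR2E3–RetCOR corepressor complex · Quantity – NR2E3 fusion 1.35 nM · Buffer or medium – Tris pH 7.5 · Incubation – Compound–protein incubation for 5 h at 4 °C · Technique – TR-FRET, Eu(K)-anti-GST donor, streptavidin-D2 acceptor, ex 340, em 617/671 nm · Evaluation – percent inhibition of 671/617 nm emission ratio versus biotin and DMSO controls · Plate – 1536-well format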
H9c2 protect – modulators protecting cardiomyocytes from myocardial damage; H9c2 cardiomyocytes, H2O2 injury protection, ATPLite, 2 h; protection from H2O2 cell death, % at 20 µM; actives 0.63% (n = 360,000); AID 588492;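 active = compounds giving at least 50% protection of heart cells from peroxide-induced death in the single-dose screen, raw or plate-pattern-corrected value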;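 note: 0% = DMSO wells with peroxide and 100% = DMSO wells without peroxide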
HTR2A ag – activates the mouse 5-HT2A serotonin receptor; CHO-K1 mHTR2A beta-arrestin complementation, luminescence; percent of 30 µM serotonin response; activation, % at 7.6 µM; actives 0.66% (n = 360,000); AID 624169;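 active = activation above a run cutoff, the mean activation of all tested compounds plus 3 SD, cut at about 14% in these data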;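 note: 0% = plate median of compound wells and 100% = 30 µM serotonin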
Target sequence (P35363 whole entry, looked up): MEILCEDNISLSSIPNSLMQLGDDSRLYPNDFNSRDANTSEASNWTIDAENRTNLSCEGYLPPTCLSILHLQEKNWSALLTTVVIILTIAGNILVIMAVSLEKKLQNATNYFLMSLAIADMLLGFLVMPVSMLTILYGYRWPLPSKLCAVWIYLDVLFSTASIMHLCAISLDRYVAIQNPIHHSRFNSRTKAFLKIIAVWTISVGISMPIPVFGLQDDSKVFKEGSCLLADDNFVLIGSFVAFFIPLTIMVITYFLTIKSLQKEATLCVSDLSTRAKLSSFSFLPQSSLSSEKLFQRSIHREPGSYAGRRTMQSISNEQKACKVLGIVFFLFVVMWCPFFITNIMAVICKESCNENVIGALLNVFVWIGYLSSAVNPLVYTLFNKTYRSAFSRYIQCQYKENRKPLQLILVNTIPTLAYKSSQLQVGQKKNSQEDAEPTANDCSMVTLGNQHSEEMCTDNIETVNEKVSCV
PDI inh – PDI (human) enzyme inhibition. P07237. PDI insulin aggregation turbidity, A650, 90 min. inhibition, % at 10 µM. actives 0.052% (n = 350,000). AID 588391;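 active = mean inhibition across replicates of 30% or more, whatever share of single replicates reach that level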;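 note: absorbance from insulin aggregation driven by PDI reduction with DTT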
Target sequence (P07237 whole entry, looked up): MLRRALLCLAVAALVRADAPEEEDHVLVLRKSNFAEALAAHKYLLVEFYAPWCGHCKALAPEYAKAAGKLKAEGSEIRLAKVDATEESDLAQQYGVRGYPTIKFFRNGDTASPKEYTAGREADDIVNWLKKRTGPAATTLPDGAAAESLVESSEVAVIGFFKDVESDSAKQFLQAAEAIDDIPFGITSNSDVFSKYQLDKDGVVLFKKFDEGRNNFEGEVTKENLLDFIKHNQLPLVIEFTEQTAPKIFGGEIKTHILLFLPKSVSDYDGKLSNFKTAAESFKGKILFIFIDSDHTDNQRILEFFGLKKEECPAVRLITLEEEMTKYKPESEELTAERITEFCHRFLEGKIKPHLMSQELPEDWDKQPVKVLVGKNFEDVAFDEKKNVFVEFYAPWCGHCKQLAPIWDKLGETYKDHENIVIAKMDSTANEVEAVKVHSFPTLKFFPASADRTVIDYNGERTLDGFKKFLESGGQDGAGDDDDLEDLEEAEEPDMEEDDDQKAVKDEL
Peg3 promoter – Peg3 promoter activity inhibition; HeLa PEG-Prom luciferase reporter, luminescence, overnight; inhibition, % at 20 µM; actives 1.7% (n = 360,000);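 active = inhibition of at least 50% at 20 µM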
* hit, by the source's call; nt = not tested or not shown.

Each structure is followed by: HIF-2a block	NR2E3 ag-2	MITF TRPM1 inh	HTR2A ag	Shn3 3UTR inh	H9c2 protect	hiPSC survival	Peg3 promoter	CaV13 ICDI inh	PDI inh	NR2E3 ag-1
- Cc1ccnc(NS(=O)(=O)c2ccc(NS(=O)(=O)Cc3ccccc3)cc2)n1
    16.8	-3.5	3.9	-3.2	-21.7	11.1	-1.6	-4.1	nt	-9.8	-3.8
- CCc1ccc(NC2=CC(=O)CC(c3ccco3)C2)cc1 (centres undefined)
    -67.5	5.6	-15.9	-8.2	-21.4	-5.1	-3.0	-13.8	-3.5	-0.3	-28.6
- CCc1ccccc1NC(=S)NC1CC2CCC(C1)N2Cc1ccc(F)cc1 (centres undefined)
    10.1	-1.1	2.9	-6.5	24.9	-6.0	-1.4	11.9	-11.7	9.2	-8.6
- O=C(C1CCC(=O)N(C2CC2)C1)N1CCN(c2ccccc2Cl)CC1 (centres undefined)
    -25.1	0.1	-2.6	5.2	7.7	2.8	-0.4	-31.7	-3.3	-8.1	-6.4
- COC(=O)c1ccc(CN2C(=O)C(Cc3ccccc3)ON=C2c2ncccc2C)o1 (centres undefined)
    -0.8	nt	nt	0.2	-10.8	0.7	1.7	3.6	-5.6	-2.2	-15.4
- Cc1cc2oc(=O)cc(CN3CCN(S(=O)(=O)/C=C/c4ccccc4)CC3)c2cc1C
    3.4	4.5	8.0	-1.9	1.5	-4.8	1.8	9.0	-5.6	-3.1	-31.8
- COc1cccc(CNC(=O)C2CCN(S(=O)(=O)c3cccc4cccnc34)CC2)c1
    15.4	-2.8	4.5	-2.5	-25.9	11.2	2.1	-6.0	-3.2	0.2	-2.5
- Cc1cc(NC(=O)CSc2nc3c(c(=O)n(C)c(=O)n3C)n2C(C)C)no1
    7.1	3.3	15.7	-3.9	-9.1	6.6	-1.0	20.1	-9.6	-5.0	-0.1
- CS(=O)(=O)c1ccc2nc(NC(=O)c3cc4ccccc4o3)sc2c1
    -130.6	3.5	-26.1	1.7	-10.7	-14.9	-2.8	-136.6	-4.5	-17.4	-8.4
- C[C@H]1CN([C@@H](C)CO)C(=O)c2cc(-c3ccccc3F)cnc2O[C@@H]1CN(C)C(=O)NC1CCCCC1
    1.5	nt	nt	-3.3	-3.3	3.2	-2.9	1.2	-5.4	-2.9	-10.0
- COc1ccc(NC(=O)CSc2nc(N)c(-c3ccccc3)c(=O)[nH]2)cc1
    11.5	0.2	-5.4	1.9	-5.4	2.4	0.1	-26.6	-8.7	1.5	-1.2
- COc1ccc(-c2nc3ccc(Cl)cn3c2NC2CCCCC2)cc1SC1CCCCC1
    -0.4	nt	-2.0	-3.4	15.4	-12.2	0.2	9.9	-12.5	-4.6	0.6
- CC(N)C12CC3CC(C1)CC(C(C)N)(C3)C2 (centres undefined)
    11.9	-6.5	5.6	1.3	-17.2	0.3	9.2	-0.1	-4.6	9.4	-15.8
- Cc1c(Cl)cccc1-n1c(SCC(=O)N2CCC(C(=O)O)CC2)nc2ccccc2c1=O
    8.0	5.9	-6.4	0.4	-22.7	2.2	-0.6	9.5	-3.0	9.5	-7.4
- CC1CCCCN1C(=O)COc1ccccc1F (centres undefined)
    1.5	2.5	-8.1	2.0	-16.8	7.1	0.2	-10.3	-5.7	3.8	-21.4
- CCOC(=O)N1CCC(NC(=O)c2ccc3c(c2)N=C(C)c2ccccc2S3)CC1
    10.5	-0.4	21.5	-4.0	36.5	6.3	-0.4	0.2	-4.9	1.3	-4.8
- C=CCSc1nc2c(c(=O)[nH]1)C(c1ccccc1)C(C#N)=C(N)O2 (centres undefined)
    31.0	2.0	-12.2	1.6	-4.6	-3.1	0.3	10.3	-13.9	0.7	-37.5
- CC1=NN(c2ccccc2)C(=O)/C1=C\C=C1\N(C)c2ccccc2C1(C)C
    10.7	-2.3	1.9	-3.4	7.9	-4.7	-2.3	0.6	-22.9	0.2	-13.6
- CCOC(=O)CC1C(=O)NCCN1C(=O)COc1ccc(C(C)(C)C)cc1 (centres undefined)
    2.4	4.5	-5.0	4.9	22.6	-3.5	-0.6	21.6	-4.6	12.5	-6.1
- Cc1ccccc1N(C)C(=O)C1CCCN(c2ncnc3c2nc2n3CCCCC2)C1 (centres undefined)
    15.2	3.2	12.3	0.0	49.7	-4.1	-0.6	28.2	-7.2	-6.5	-6.2
- C/C(CC(=O)Nc1ccc(N(C)C)cc1)=N\NC(=O)c1ccc(F)cc1
    -6.2	-4.1	0.2	-2.9	-8.7	0.9	0.3	7.2	-19.9	-9.0	-30.1
- CC(C)Oc1ccc(C(=O)Nc2nnc(SCC(=O)N3CCOCC3)s2)cc1
    47.9*	0.6	51.4	0.5	34.5	-16.7	-4.2	37.5	-5.1	-3.6	-133.5
- COc1ccc(CNC(=O)[C@@H]2CCCN2C(=O)[C@@H]2Cc3ccccc3CN2C(=O)OC(C)(C)C)cc1
    -4.6	-0.6	0.8	-0.2	2.8	4.9	-0.4	6.4	-4.5	-3.9	-16.0
- CC1(C)Cc2c(cnn2-c2ccc(F)cc2)C(NC(=O)CCN2CCCCO2)C1 (centres undefined)
    -28.6	6.8	-4.0	-4.8	-8.9	-1.3	1.0	-15.7	-8.0	-6.6	-22.1
- Cc1ccc(CNC(=O)CCC(=O)N2CC(C)Sc3ccccc32)cc1 (centres undefined)
    10.2	-3.2	-10.2	-3.1	3.2	10.0	-2.1	-1.0	-5.2	nt	-42.2
- COc1ccc(NC2CCCN(C(=O)C3=NN(C)C(=O)CC3)C2)cc1OC (centres undefined)
    3.0	-2.3	-4.9	-3.6	3.7	5.7	-0.5	7.0	-6.4	2.5	-7.1
- O=S(=O)(NCC1CC1)c1cccc(S(=O)(=O)N2CCCC2)c1
    -1.0	3.7	0.4	8.0	12.1	-2.6	-1.4	13.2	-2.9	2.4	34.0
- CCc1nc2nc(C)c(NS(=O)(=O)c3ccc(F)cc3)c(=O)n2[nH]1
    5.6	-2.9	-0.9	-3.0	-4.7	7.9	0.2	-1.1	-1.5	-3.7	-4.9
- O=[N+]([O-])c1ccccc1S(=O)(=O)N(CC(O)CN1CCCCC1)c1ccccc1 (centres undefined)
    5.0	-1.0	-1.4	-2.1	5.1	5.3	-0.1	4.3	-7.4	7.6	-31.0
- CCN(CC)S(=O)(=O)c1cccc(N=Nc2sc(N)nc2C)c1
    17.1	-0.1	-0.4	-5.5	18.0	4.9	-0.3	38.1	-21.2	20.9	6.4

Just NR2E3 ag-1 (2 entries from above):
smiles,NR2E3 ag-1
CC(N)C12CC3CC(C1)CC(C(C)N)(C3)C2 (centres undefined),-15.8
Cc1c(Cl)cccc1-n1c(SCC(=O)N2CCC(C(=O)O)CC2)nc2ccccc2c1=O,-7.4

The results go on.
Each structure is followed by: HIF-2a block	NR2E3 ag-2	MITF TRPM1 inh	HTR2A ag	Shn3 3UTR inh	H9c2 protect	hiPSC survival	Peg3 promoter	CaV13 ICDI inh	PDI inh	NR2E3 ag-1
- COc1cccc(NC(=O)c2ccc3c(c2)C(=O)N(CC2CCCO2)C3=O)c1 (centres undefined)
    -20.1	-0.7	4.0	0.9	12.1	3.7	0.0	9.8	-15.1	11.8	-15.1
- CC(NC(=O)Nc1cccc([N+](=O)[O-])c1)c1ccc2c(c1)OCO2 (centres undefined)
    -22.0	2.5	6.6	-9.1	-14.0	-6.8	-0.2	15.5	-4.1	-3.6	-16.7
- CSc1ccc(S(=O)(=O)NCc2ccccc2C)cc1
    8.2	1.1	-2.5	-3.9	8.4	-11.1	0.9	-12.2	-4.3	-1.9	-22.8
- CC(=NNC(=S)N1CC2CCC(CC2)C1)c1cnccn1
    -61.0	nt	64.6*	3.2	83.7*	-10.8	-0.1	1.7	-7.4	15.8	76.4*
- CC1CCN(Cc2nc(-c3ccccc3)no2)CC1
    -243.3	3.3	-66.7	0.0	-102.5	-1.6	3.6	-211.1	-5.4	-1.9	-82.0
- COc1cc(/C=C/c2cc(C(=O)O)c3ccccc3n2)cc(OC)c1O
    18.8	-5.7	-9.0	5.7	-10.4	-5.2	-1.4	11.7	-5.3	8.1	-22.8
- CCOC(=O)c1ccccc1NC(=O)Cn1cnc2c(cnn2C(C)(C)C)c1=O
    -14.9	-0.3	0.6	-3.7	15.4	8.0	2.3	-2.4	nt	-1.2	-22.1
- O=C(Nc1cccc(C(F)(F)F)c1)OCc1ccncc1
    -6.3	-0.6	-14.4	-1.6	-3.0	-1.7	-0.2	13.2	-4.5	-20.0	-19.1
- CC(Oc1ccccc1)C(=O)Nc1cccc(NC(=O)c2ccco2)c1 (centres undefined)
    12.8	0.4	12.7	5.5	18.8	8.5	-0.6	-2.9	-2.2	-6.6	11.3
- Cc1nn(-c2ccc(F)cc2)c(Cl)c1/C=N/NC(=O)c1cccs1
    -171.8	0.6	-66.0	1.2	2.9	-0.5	-0.5	-204.7	-5.6	0.0	-86.8
- Cc1ccc(OCCC(=O)OCC(=O)c2ccc3c(c2)NC(=O)CO3)cc1
    0.1	6.8	0.6	-1.8	-4.0	-2.6	-0.3	0.4	-5.9	-1.4	13.0
- O=C1C(Cc2ccc(O)cc2)NC(=S)N1C1CCCCC1 (centres undefined)
    2.9	1.4	-1.7	1.9	-1.4	3.8	-0.1	-14.6	2.6	2.0	6.0
- COc1ccc(CCN2C(=O)CC(NNC(=O)c3ccccc3Br)C2=O)cc1OC (centres undefined)
    14.4	1.7	-6.6	-2.2	1.6	-1.5	-1.6	9.0	-2.1	1.4	-31.4
- CN(C)S(=O)(=O)N1CCN(S(=O)(=O)c2ccc3ccccc3c2)CC1
    6.8	3.6	11.7	-6.1	19.0	-10.0	-0.7	25.5	-9.3	2.4	17.1
- COc1ccc(CCN2CC(C(=O)NCCCc3ccncc3)CCC2=O)cc1 (centres undefined)
    7.9	nt	nt	-0.9	-15.1	0.6	-0.7	-0.5	-9.3	5.0	-1.4
- Cn1ccnc1SCC(=O)Nc1ccc(Oc2ccccc2)cc1
    -196.9	2.9	-85.4	1.9	-44.4	-9.4	-0.3	-201.0	-3.8	6.1	-42.1
- Cc1nc2scc(-c3ccccc3)c2c(=O)n1N
    9.3	2.0	6.8	0.9	2.0	8.1	0.3	14.4	-5.1	-0.5	0.8
- C=CCn1c(COc2ccccc2)nnc1SCc1ccc(C#N)cc1
    24.3	2.4	0.1	0.2	19.5	-1.9	-5.6	4.9	nt	-2.0	-20.1
- Cc1ccc(C)c(CN2CCNC2=O)c1
    5.8	3.8	2.4	1.7	-6.8	7.7	-1.9	7.9	-9.9	-2.7	-25.7
- C1=Nc2ccccc2CN1c1ccccc1
    -157.3	-2.7	-64.4	-3.5	-5.6	5.6	0.5	-180.6	-8.1	-7.5	-59.3
